# PKM2 activator – increases activity of human pyruvate kinase M2; P14618; purified PKM2, Kinase-Glo ATP luminescence, activation; response scale: 0% is enzyme alone, no compound; Potency, µM (doses to about 57.5 µM), for the others: top-dose activation, hits mostly activators; 260,000 tested, 0.34% active; AID 1631; note: potency is the fitted concentration of half-maximal effect; nearly all actives have a fitted effect of over 55% in size
# Target sequence (P14618 whole entry, looked up): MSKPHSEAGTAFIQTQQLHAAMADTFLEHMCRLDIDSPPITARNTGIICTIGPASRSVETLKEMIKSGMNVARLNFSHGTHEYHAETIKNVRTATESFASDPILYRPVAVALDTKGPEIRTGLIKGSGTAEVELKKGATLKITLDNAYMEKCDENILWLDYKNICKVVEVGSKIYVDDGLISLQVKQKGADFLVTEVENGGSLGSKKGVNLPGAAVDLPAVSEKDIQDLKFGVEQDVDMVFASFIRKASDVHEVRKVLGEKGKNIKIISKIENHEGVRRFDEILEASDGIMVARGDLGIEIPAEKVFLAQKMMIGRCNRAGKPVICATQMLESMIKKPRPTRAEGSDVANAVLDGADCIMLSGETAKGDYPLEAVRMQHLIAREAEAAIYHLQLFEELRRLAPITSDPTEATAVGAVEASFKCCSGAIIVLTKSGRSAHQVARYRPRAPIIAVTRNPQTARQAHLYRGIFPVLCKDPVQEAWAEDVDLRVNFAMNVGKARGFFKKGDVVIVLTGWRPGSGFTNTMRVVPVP
#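 ATP formation by purified human PK-M2, quantified via coupled luciferase luminescence after 1 h at room temperature with 0.1 mM ADP and 0.5 mM PEP final.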
# B2AR arrestin – recruits beta-arrestin to the human beta2-adrenergic receptor; 330,000 tested, 0.02% active; beta-arrestin recruitment to beta2AR, cell-based reporter; Potency, µM (doses to about 46.1 µM), inactives show top-dose activation, most hits filed as activators; P07550;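 note: potency is the fitted concentration of half-maximal effect; 0% = DMSO controls and full agonism = EC100 isoproterenol or metaproterenol; nearly all actives have a fitted effect of over 65% in size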
# Target sequence (P07550 whole entry, looked up): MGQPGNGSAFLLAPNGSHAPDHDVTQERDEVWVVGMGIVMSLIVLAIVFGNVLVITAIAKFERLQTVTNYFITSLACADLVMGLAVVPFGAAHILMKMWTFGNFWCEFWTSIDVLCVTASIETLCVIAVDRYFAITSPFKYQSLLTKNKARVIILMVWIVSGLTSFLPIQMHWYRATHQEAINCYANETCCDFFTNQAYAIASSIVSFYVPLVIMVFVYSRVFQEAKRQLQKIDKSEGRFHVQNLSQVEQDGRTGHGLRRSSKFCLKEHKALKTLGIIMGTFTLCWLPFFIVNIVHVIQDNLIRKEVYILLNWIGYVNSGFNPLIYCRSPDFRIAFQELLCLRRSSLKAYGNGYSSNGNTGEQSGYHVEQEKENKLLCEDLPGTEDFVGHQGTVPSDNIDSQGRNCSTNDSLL
# KCNH2 WT inh – KCNH2 (human, wildtype) channel inhibition | Q12809 | U2OS, BacMam KCNH2, thallium flux FluxOr; hits give low values | activity change, % at 1.84 µM | 340,000 tested, 0.37% active;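 active = maximum activity change below -70%; inconclusive = maximum activity change between -70% and -50%; inactive = maximum activity change above -50%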
#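 U2OS cells were transduced with wild-type KCNH2 virus (2.03 x 10^8 / mL) for 4 h at room temperature, then cultured overnight at 37 C. Thallium flux was read with FluxOr dye. Rate constants were normalized to DMSO controls.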
# Eya2 phos inh – blocks the phosphatase activity of human Eya2; O00167; recombinant Eya2, OMFP fluorescence dephosphorylation (OMFP is methylfluorescein phosphate); Potency, µM (highest dose often 76.9 µM), inactives show at the top dose activity, negative = inhibition, most hits filed as inhibitors; 330,000 tested, 0.006% active; note: potency is the fitted concentration of half-maximal effect
#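 Eya2 (0.2 uM) preincubated 10 min at ambient with compound, then OMFP substrate added at 50 uM; 10 min reaction in 50 mM HEPES pH 7.5, 50 mM NaCl, 5 uM MgCl2, 0.05% BSA, 1 mM DTT. Fluorescence read at Ex 485/Em 525 nm.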
# GALK inhibitor – blocks human galactokinase activity | Purified GALK, Kinase-Glo residual ATP luminescence | Potency, µM (titrated, usually from 57.5 µM), without a hit: top-dose activity change, negative = inhibition, usual class: inhibitors | 270,000 tested, 0.007% active | P51570; note: potency is the fitted concentration of half-maximal effect
#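 The enzyme phosphorylates galactose (100 uM) using ATP (35 uM); inhibition is detected as higher residual ATP, quantified by bioluminescence after 1 h reaction at room temperature, pH 8.0.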
# uPA surface inh – cell surface uPA generation inhibition | cell surface uPA generation assay, qHTS | Potency, µM (doses to about 38.3 µM), inactives show at the highest dose activity change, negative = inhibition, most hits filed as inhibitors | 330,000 tested, 0.31% active; active = well fitted inhibition curve with a large enough effect; inconclusive = small, poorly fitted or top-dose-only effect; inactive = no such curve, though single readings can be large or run the other way; tested in mouse RAW 264.7 cells; note: potency is the fitted concentration of half-maximal effect; nearly all actives have a fitted effect of over 55% in size
# USP2a block – USP2a (human) protease inhibition; O75604; USP2 core, Ub-CHOP2 coupled fluorogenic reporter, 485/531; Potency, µM (highest dose often 38.3 µM), for inactives: at the top dose activity change, negative = inhibition, usual class: inhibitors; 330,000 tested, 0.01% active; AID 463254;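 note: potency is the fitted concentration of half-maximal effect; plate controls were DMSO wells for no effect and full inhibition by NEM control for full effect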
#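 USP2 core (10nM final) preincubated 30min RT with compound in 20mM Tris-HCl pH 8.0, 2mM CaCl2, 2mM beta-mercaptoethanol, 0.05% CHAPS; 25nM Ub-CHOP2 plus 25nM reporter substrate added, fluorescence (Ex485/Em531) read after 60min.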
# FBPA coupling cs – coupling enzyme interference in Giardia aldolase counter-screen; 290,000 tested, 0.67% active; activity change, negative = inhibition, % at 58.2 µM, hits read low; AID 2472; coupling enzyme system counterscreen, AmpLite Red fluorescence; in the data active = activity change below about -30%
#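 Activity here indicates interference with the coupling reaction, not aldolase inhibition. Compounds at 57.5 uM final met coupling enzymes for 10 min at RT; substrate and AmpLite Red detection followed, with a 525/598 nm fluorescence read after 20 min.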
# KCNH2 3.1 inh – KCNH2 3.1 (human) potassium channel inhibition. activity change, % (tested at about 1.8 µM). U2OS KCNH2 3.1, thallium flux FluxOr; hits give low values. 340,000 tested, 0.95% active;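 active = maximum activity change below -70%; inconclusive = maximum activity change from -70% to -50%; inactive = maximum activity change above -50%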;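 note: thallium influx rate constant from kinetic fluorescence after stimulation buffer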
#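 U2OS cells transduced with KCNH2 3.1 mutant virus (1.77 x 10^8 /mL, 4 h), plated overnight at 37 C, loaded 45 min with FluxOr dye plus Red40 quencher. Thallium flux rate constant from kinetic reads after stimulation buffer, normalised to controls.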
# Giardia kill – Giardia lamblia killing. Giardia lamblia trophozoite viability. activity change, % at 7.66 µM, hits read low. 340,000 tested, 0.15% active. AID 540267; in the data active = activity change below about -80%; inconclusive = between about -30% and that limit;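 note: parasites exposed to compound for two days anaerobically before the ATP read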
#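 Giardia lamblia trophozoites (100 cells/well) were incubated with compounds for 48 h at 37 deg C under anaerobic conditions. Viability was read as ATP content by one-step luminescence after 15-30 min at room temperature.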
# BCR signal inh – blocks chronic active B-cell receptor signaling. ABC-DLBCL IkBa-CBG/CBR reporter, luminescence ratio, 4 h. Potency, µM (top dose mostly 46.1 µM), inactives show top-dose ratio change, negative = lower green/red ratio, most hits filed as inhibitors. 340,000 tested, 0.05% active; active = well fitted inhibition curve with a large enough effect in the signal ratio, with a control signal flat, not every such curve was filed as active; inconclusive = small, poorly fitted or top-dose-only effect, or effect the other way, or a change in a side signal; the % refers to the signal ratio;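 note: potency is the fitted concentration of half-maximal effect; plate controls were basal doxycycline-induced cells for no effect and cells given 10 µM MG132 for full effect; MG132 reads +100%, hits lower the ratio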
#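 TMD8 human ABC-DLBCL cells with doxycycline-inducible IκBα–green luciferase fusion and unfused red luciferase, in 0.5% FBS medium; compounds up to 46 uM, 4 h at 37C. Green/red luminescence ratio, filter-overlap corrected, fitted to concentration-response curves.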
# Starred values were filed as active, the others as inactive; i = inactive; ? = inconclusive; . = no result given; [ ] = dose if it differs, or a comment. Unless noted, calls come from the whole dose curve; as a rule, active = well fitted curve in the direction sought with a large enough effect; inconclusive = small, poorly fitted or top-dose-only effect, or another doubt; inactive = no such curve, though single readings can be large; an effect the other way counts as inactive or inconclusive. Unless noted, % is set by controls: 0 for no effect and ±100 for the full control effect.
mol,PKM2 activator,B2AR arrestin,KCNH2 WT inh,Eya2 phos inh,GALK inhibitor,uPA surface inh,USP2a block,FBPA coupling cs,KCNH2 3.1 inh,Giardia kill,BCR signal inh
Cc1onc(-c2c(F)cccc2Cl)c1C(=O)Nc1ccc(S(=O)(=O)N2CCOCC2)cc1,.,-0.2%,0.1,-21.4%,.,4.5%,1.7%,.,-3.7,-8.2,-6.9%
O=C(O)C1=C[C@@H](c2coc3ccccc3c2=O)C[C@@H](OCCCCO)O1,0.9%,-0.3%,-3.8,11.5%,1.1%,6.6%,-0.5%,9.8,-5.4,?,-2.4%
O=C(N/C(=C\c1ccco1)C(=O)N1CCCCC1)c1ccc([N+](=O)[O-])cc1,.,0.0%,-0.8,4.0%,.,-4.5%,2.6%,.,3.3,2.7,1.4%
CCOC(=O)C1=C(C)NC(=O)NC1c1ccc(NC(C)=O)cc1 (configuration not stated),-3.1%,0.3%,13.0,-3.5%,-0.1%,12.2%,-1.6%,2.1,7.3,4.8,-7.5%
COc1cc(/C=C/C(=O)OCC(=O)Nc2oc(C)c3c(C)n[nH]c(=O)c23)ccc1OC(F)F,.,0.3%,11.9,-12.9%,.,-10.0%,-1.3%,.,-26.2,2.1,11.2%
CCCNC(=O)C(Cc1ccc(OC)cc1)NC(=O)c1ccc(C#N)cc1 (configuration not stated),.,0.0%,-1.9,9.5%,.,4.0%,0.9%,.,-2.2,-1.4,-2.2%
O=C(Nc1ccon1)C1CCN(S(=O)(=O)c2cccs2)CC1,2.9%,-0.9%,2.9,-6.2%,-0.4%,-8.2%,-1.3%,1.7,9.8,-5.5,6.7%
O=C(Nc1ccc(Cl)cc1)Nc1cccc(C(=O)O)c1,-1.3%,5.3%,-11.1,0.3%,0.5%,-6.9%,-0.7%,12.2,3.9,-17.2,?
Cc1ccc(-c2n[nH]c(=O)c3ccccc23)cc1S(=O)(=O)Nc1ccccc1,-4.1%,5.1%,-2.8,-4.4%,-6.2%,-3.4%,9.3%,-8.2,-1.8,9.3,?
O=C1CCCC(O)=C1C1C2=C(CCCC2=O)OC2=C1C(=O)CCC2,-0.7%,-0.2%,2.1,-4.7%,0.4%,0.9%,1.1%,2.8,23.9,-20.5,0.8%
Cc1oc2c(CN3CCCC3)c(O)ccc2c(=O)c1Oc1ccccc1Br,-0.3%,1.5%,-9.5,2.4%,2.8%,.,-0.7%,-1.7,-7.2,-2.2,0.7%
CC(=O)c1c(C)[nH]c(C(=O)N(CCc2ccccc2)Cc2ccccc2)c1C,10.0%,2.3%,i,3.0%,-0.6%,-2.7%,-8.6%,0.8,8.1,3.6,-3.3%
CCCn1c(C)cc(-c2csc(N)n2)c1C,-4.5%,0.1%,-3.6,23.6%,2.9%,-0.3%,1.1%,-4.4,-49.7,-2.5,-26.2%
CC(C)(CN1CCCC1)NS(=O)(=O)c1ccc(Cl)cc1,-0.3%,-0.2%,6.2,1.6%,-0.9%,0.6%,-0.2%,1.6,-26.7,25.0,0.9%
S=c1[nH]nc(CNc2cccc(Cl)c2)o1,-1.6%,0.3%,-7.8,-4.7%,-1.9%,-4.9%,-1.9%,3.1,16.3,-1.6,2.0%
Cc1ccc(C(=O)Nc2ncn[nH]2)cc1,0.5%[11.5 µM],-0.3%,23.0,7.2%,-0.9%,-3.0%,0.1%,-0.1,4.6,-2.9,2.4%
COc1ccc(C2CC(c3ccc(Br)cc3)=NN2C(=O)CSC2=NN3CCCC(=O)N=C3S2)cc1 (configuration not stated),8.8%,-1.1%,2.9,-3.6%,15.2%,3.7%,-0.5%,-0.1,-11.7,23.6,-2.9%
CCOc1cc(CNc2ccc3c(c2)CCC3)ccc1O,-3.1%,0.4%,-0.5,-14.8%,-2.3%,-3.9%,3.0%,-5.5,-4.1,5.1,?
COCCCn1c(C)nnc1SCC(=O)Nc1cccc(C)c1,-2.0%[11.5 µM],0.3%,-0.2,5.1%,6.8%,4.5%,-1.4%,-1.4,-3.3,-13.7,5.6%
CCC(=O)Nc1nnc(Sc2ccc(N(C)C)cc2)s1,-1.5%,2.7%,8.8,-7.1%,-1.1%,2.4%,-1.9%,4.3,-1.2,6.1,?
CCCN1CN(Cc2ccccc2)CC2=C1CC(C)(C)CC2=O,?,-0.7%,-5.0,27.4%[15.4 µM],1.7%,-1.1%,-1.7%,0.4,-7.0,-0.9,?
COc1ccc(OC)c(C2CC(=O)c3c([nH]c(C(=O)OCC4CCCO4)c3C)C2)c1 (configuration not stated),15.8%,-0.2%,1.3,-26.0%,0.5%,?,1.2%,1.2,2.6,-24.9,-1.3%
CSCC[C@H](NC(=O)OC(C)(C)C)C(=O)N/N=C/c1cccc2nccnc12,1.7%,-0.2%,1.6,7.4%,1.2%,4.5%,1.3%,3.2,0.9,-5.6,?
CC(C)C(=O)NC(C)C(c1cccs1)N1CCN(C)CC1 (configuration not stated),7.1%,0.1%,14.4,3.9%,-1.7%,.,-0.5%,2.5,.,-5.1,-5.3%
COc1ccc(-c2cc(=O)[nH][nH]2)cc1,?,0.0%,-14.4,-3.8%,1.2%,9.1%,1.6%,-5.1,-5.0,-2.0,?
CCOC(=O)C(NCCc1ccccc1)(NC(=O)CC)C(F)(F)F (configuration not stated),0.8%,0.2%,14.3,-19.0%,0.7%,8.4%,-0.3%,1.3,.,14.9,-3.6%
O=S(=O)(Nc1ncccn1)c1ccc(NC(=S)NCCc2ccccc2)cc1,-5.2%,0.0%,8.8,11.7%,0.1%,3.2%,0.2%,-0.9,-0.6,9.6,1.9%
COc1cccc(NC(=O)CN(C)C(=O)CCNC(=O)c2ccccc2Cl)c1,.,0.2%,-19.1,5.7%,.,-2.7%,2.4%,.,4.4,10.4,-5.3%
COc1cccc(=O)c2c(C)n(CC(=O)c3ccccc3)c(C)c12,8.3%,-0.6%,-4.2,11.1%,4.0%,7.6%,4.6%,-23.7,22.9,-8.6,10.7%
Cc1cc(C)c(S(N)(=O)=O)c(C)c1N(C)S(=O)(=O)c1ccc(Cl)cc1,1.7%,-0.8%,-7.8,-2.2%,-1.3%,8.2%,-1.1%,.,8.0,4.3,9.9%
COc1ccc(C(=O)c2c(C)oc3cc([N+](=O)[O-])c(O)c([N+](=O)[O-])c23)cc1,0.3%,0.0%,15.5,3.1%,-0.2%,-0.7%,-1.4%,-0.4,21.4,?,11.3%
CC(=O)NC1N=C(C)N(c2ccccc2)C1=O (configuration not stated),-15.6%,0.2%,-3.5,-18.2%,0.7%,11.2%,-2.7%,-77.8*,12.1,-11.7,-0.4%
CC(=O)c1cc2c(cc1NC(=O)c1cc(C)nn1-c1ccccc1)OCO2,-0.8%,-0.2%,-2.9,2.1%,.,?,3.8%,1.4,-4.8,-24.2,?
O=C(COC(=O)CCc1c[nH]c(=O)[nH]1)Nc1ccccc1Cl,5.6%,0.2%,-0.6,9.0%,0.8%,1.5%,0.5%,1.2,5.2,-6.8,0.9%
CCOC(=O)COc1ccc(S(=O)(=O)NCC2CCCO2)cc1 (configuration not stated),-0.3%,-0.6%,3.5,5.9%,-3.0%,-4.0%,-0.2%,0.8,8.0,-1.7,2.2%
CCc1nc(SCc2ccccc2C#N)n[nH]1,-5.5%,2.9%,3.7,1.1%,-1.6%,4.4%,1.1%,0.4,-4.8,-4.8,-2.1%
O=C(NC1CCCCC1)c1c(O)nc2sccn2c1=O,.,0.1%,-5.5,4.3%,.,-5.3%,-0.2%,.,-16.5,-12.0,?
O=C(O)c1ccccc1N/N=C/c1cc(Br)cc(Br)c1O,-4.1%,-0.4%,-1.1,-3.2%,-0.4%,-4.9%,-3.5%,9.1,-6.2,-1.1,1.6%
CC(C)(C)C(=O)Nc1nnc(-c2ccccc2)c(-c2ccccc2)n1,-0.2%,0.2%,8.0,-8.6%,-0.7%,11.0%,2.7%,0.9,10.0,7.9,?
O=S(=O)(c1ccc(F)cc1)N1CCn2c(nc3ccccc32)C1,?,0.3%,1.3,12.4%,0.8%,-9.9%,3.2%,0.4,-2.8,-14.3,?
COc1ccc(C2CC(=O)C(C=NCCN3CCN(C(C)=O)CC3)=C(O)C2)cc1OC (configuration not stated),-4.4%,-0.8%,.,4.2%,0.0%,.,-1.6%,0.3,.,.,3.8%
CC1(C)N=C(SCC(=O)Nc2ccc(Cl)cc2)C(c2ccc(Cl)cc2)=N1,-8.4%,-0.2%,3.5,-21.7%,0.4%,-14.4%,-8.3%,-4.4,-6.9,11.1,?

# Compounds were not picked by outcome. Share with any hit: about 2.4%.
